Assay outcomes deposited in PubChem BioAssay by National Center for Advancing Translational Sciences (NCATS).
GLP-1R inv ag: qHTS of GLP-1 Receptor Inverse Agonists (Inhibition Mode) | Glucagon-like peptide 1 receptor (Homo sapiens), P43220 | HEK293 GLP-1R CRE-luciferase, luminescence, 24 h; GLP-1R form is constitutively active | Potency, µM (titrated, usually from 38.3 µM), for the others: at the top dose activity change, negative = inhibition, most hits filed as inhibitors | 410,000 tested, 1.6% active; also: potency is read from the fitted curve at half-maximal effect; % is scaled to controls: 0 for no effect and ±100 for the full control effect; nearly all actives have a fitted effect of over 55% in size
Target sequence (P43220 whole entry, looked up): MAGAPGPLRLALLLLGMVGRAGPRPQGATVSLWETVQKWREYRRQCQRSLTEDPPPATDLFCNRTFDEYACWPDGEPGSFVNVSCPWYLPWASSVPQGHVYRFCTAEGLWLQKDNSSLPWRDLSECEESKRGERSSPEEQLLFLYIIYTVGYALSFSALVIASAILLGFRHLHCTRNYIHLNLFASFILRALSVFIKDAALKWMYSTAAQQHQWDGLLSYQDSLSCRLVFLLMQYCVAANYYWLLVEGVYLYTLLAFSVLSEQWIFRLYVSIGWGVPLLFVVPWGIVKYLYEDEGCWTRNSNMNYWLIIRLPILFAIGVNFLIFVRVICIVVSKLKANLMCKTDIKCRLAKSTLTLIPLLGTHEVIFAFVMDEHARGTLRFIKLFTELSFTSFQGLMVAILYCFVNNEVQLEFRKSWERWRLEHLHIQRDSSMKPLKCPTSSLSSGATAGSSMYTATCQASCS
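Constitutively active GLP-1R drives a cAMP-responsive luciferase in stably transfected HEK293 cells; test compounds are added after overnight (12 h) attachment and left 24 hr, and signal loss in luminescence marks inhibition.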
TDP43 rescue: qHTS of TDP-43 Inhibitors. TDP-43 expressing yeast growth rescue, BacTiter-Glo, 24 h. Potency, µM (highest dose often 46.1 µM), for the others: at the top dose growth rescue (activation), usual class: activators. 410,000 tested, 1.8% active. AID 652104, 2013; also: potency is read from the fitted curve at half-maximal effect; % of control where 0% means no effect; nearly all actives have a fitted effect of over 50% in size
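Cell-based yeast growth screen: TDP-43 expression induced in galactose, inoculum OD600=0.02 after raffinose pregrowth to mid-log. Read-out BacTiter-Glo luminescence at 24 hr, 30 deg C; inhibition of toxicity seen as signal increase.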
FUS suppressor: qHTS for Suppressors of FUS Proteinopathy: Primary screen using FUS-linked yeast assay. S. cerevisiae FUS-expressing, growth rescue, OD600, 24 h. Potency, µM (doses to about 76.6 µM), inactives show top-dose growth rescue (activation), most hits filed as activators. 390,000 tested, 0.24% active;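 also: potency is read from the fitted curve at half-maximal effect; plate controls were DMSO vehicle for no effect and reference control for full effect; nearly all actives have a fitted effect of over 55% in size; some results filed as inactive show a strong effect at the top dose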
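Restored growth of FUS-toxic S. cerevisiae, read as 600 nm absorbance after 24 h at 30C in galactose medium (starting OD 0.005). Controls CP55940 and DMSO.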
pAkt inh: HTS Assay for Inhibitors of Akt Phophorylation: Primary Screen; 360,000 tested, 0.32% active; Neuro2A IGF-stimulated pAkt S473 HTRF, 20 min; active compounds read low; AID 651550, 2012; activity change, % for hits at 50 µM; in the data active = activity change below about -80%; inconclusive = mostly about -51% to -80%; also: % is scaled to controls: 0 for no effect and ±100 for the full control effect
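Neuro2A cells (4,500/well, DMEM with 0.5% FBS) were treated with compound at a single 50 µM final concentration, stimulated with 6 nM IGF for 20 min at 37 °C, and lysed. Phospho-Akt Ser473 was read by HTRF as 665/615 ratio ×10^4.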
PTHR1 ag: qHTS for PTHR1 Agonists: Primary Screen | Potency, µM (series often up to 115 µM), for the others: at the highest dose activation, hits mostly activators | 410,000 tested, 0.075% active | Parathyroid hormone/parathyroid hormone-related peptide receptor (Homo sapiens), Q03431 | HEK293 GP2 PTHR1 cells, GloSensor cAMP luminescence, 1 h; also: potency is read from the fitted curve at half-maximal effect; nearly all actives have a fitted effect of over 55% in size; some results filed as inactive show a strong effect at the top dose; inactives centre near -15; many of its hits are not listed in these tables
Target sequence (Q03431 whole entry, looked up): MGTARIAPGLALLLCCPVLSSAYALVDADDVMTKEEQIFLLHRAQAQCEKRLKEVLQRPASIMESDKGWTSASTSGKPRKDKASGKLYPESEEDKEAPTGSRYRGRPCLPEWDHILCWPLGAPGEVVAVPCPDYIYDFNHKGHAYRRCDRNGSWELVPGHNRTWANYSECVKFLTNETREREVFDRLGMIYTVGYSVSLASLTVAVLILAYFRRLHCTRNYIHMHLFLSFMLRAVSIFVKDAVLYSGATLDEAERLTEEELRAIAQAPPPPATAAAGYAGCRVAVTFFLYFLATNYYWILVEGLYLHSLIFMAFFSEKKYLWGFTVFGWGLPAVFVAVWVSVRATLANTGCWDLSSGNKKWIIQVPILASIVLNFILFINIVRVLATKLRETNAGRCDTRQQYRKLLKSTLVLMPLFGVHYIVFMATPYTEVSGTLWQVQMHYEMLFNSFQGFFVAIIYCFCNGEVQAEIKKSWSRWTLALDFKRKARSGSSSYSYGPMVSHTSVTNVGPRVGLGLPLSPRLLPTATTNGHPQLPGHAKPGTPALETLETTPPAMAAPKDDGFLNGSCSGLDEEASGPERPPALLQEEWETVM
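HEK-293-derived GP2 cells expressing PTHR1 and a GloSensor cAMP reporter, 3,000/well, plated overnight, given luciferin plus IBMX (each 0.5 mM as added) for 1 h at 37 °C, then compound for 1 h at 37 °C. Luminescence was read after 15 min at room temperature.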
HEK293 tox: qHTS of GLP-1 Receptor Inverse Agonists: Cytotox Screen; HEK293 cAMP-luciferase reporter cells, luminescence, 24 h; Potency, µM (series often up to 38.3 µM), for inactives: top-dose activity change, negative = inhibition, usual class: inhibitors; 410,000 tested, 0.13% active;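 also: loss of luciferase light is scored as toxicity; potency is read from the fitted curve at half-maximal effect; % is scaled to controls: 0 for no effect and ±100 for the full control effect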
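Luminescence readout: signal drop marks cytotoxicity. Plated cells grew 12 h at 37 °C, 5% CO2, received 23 nL compound for 24 h, then got luciferase reagent, read after 12 min at RT.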
MmCpn inh: Inhibitors of TCP-1 ring complex (TRiC) of Methanococcus maripaludis (MmCpn): qHTS. Chaperonin Mm-Cpn (Methanococcus maripaludis). AID 504842, 2011. 330,000 tested, 0.031% active. purified Mm-Cpn ATPase, ADP Transcreener TR-FRET. Potency, µM (series often up to 76.9 µM), for the others: at the top dose activity, negative = inhibition, usual class: inhibitors; also: potency is read from the fitted curve at half-maximal effect; % is scaled to controls: 0 for no effect and ±100 for the full control effect; nearly all actives have a fitted effect of over 80% in size
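Reaction buffer contained 30 mM Tris pH 7.4, 100 mM KCl, 5 mM MgCl2 and 1 mM DTT. Mm-CPN (25 nM final) hydrolysed 10 uM ATP over 30 min at 37°C; ADP was read by HTRF.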
Abeta yeast res: qHTS for compounds that reverse cellular toxicity of Amyloid beta (A-beta) peptide in yeast: Primary Screen | 410,000 tested, 0.063% active | AID 1347071, 2019 | yeast expressing A-beta42, growth rescue, OD600, 48 h; response scale: 0% DMSO, 100% iron-clioquinol control | Potency, µM (top dose mostly 46.1 µM), for inactives: top-dose growth rescue, actives largely listed as activators; also: potency is read from the fitted curve at half-maximal effect; nearly all actives have a fitted effect of over 55% in size
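Growth rescue measured by 600 nm absorbance after 48 h yeast culture at 30 C with compound. Values normalized between DMSO and an equimolar ferric chloride plus clioquinol control.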
aSyn yeast inh: qHTS of alpha-syn Inhibitors; Yeast expressing alpha-synuclein, growth rescue, BacTiter-Glo, 24 h; Potency, µM (top dose mostly 46.1 µM), for inactives: at the top dose growth rescue (activation), most hits filed as activators; 370,000 tested, 0.14% active; also: potency is read from the fitted curve at half-maximal effect; % of control where 0% means no effect; nearly all actives have a fitted effect of over 65% in size
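Rescue of yeast growth: cells expressing toxic alpha-synuclein, induced in galactose at OD600 0.02, incubated with compound 24 h at 30 C. ATP luminescence quantified growth; inhibitors of toxicity appear as activators.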
Starred values were filed as active, the others as inactive; i = inactive; ? = inconclusive; · = not tested or not shown; [ ] = dose if it differs, or a comment. Unless noted, calls follow the shape of the dose curve; as a rule, active = well fitted curve in the direction sought with a large enough effect; inconclusive = small, poorly fitted or top-dose-only effect, or another doubt; inactive = no such curve, though single readings can be large; an effect the other way counts as inactive or inconclusive. The list is partial (hit frequency here may not be typical).

Results follow in this order: pAkt inh	FUS suppressor	Abeta yeast res	GLP-1R inv ag	TDP43 rescue	HEK293 tox	aSyn yeast inh	PTHR1 ag	MmCpn inh
> Cc1ccc(SCC(=O)O/N=C(\N)c2ccncc2)cc1
→ i	23%	-1%	?	20%	5%	14%	-13%	0%
> CC(=O)Nc1ncc(Cc2cccc(Cl)c2Cl)s1
→ i	-15%	-4%	-11%	17%	-3%	6%	i	-7%
> Fc1cccc(-c2cc3nc(-c4ccccc4)cc(N4CCC5(CC4)OCCO5)n3n2)c1
→ i	23%	-5%	?	?	12%	-19%	-11%	-6%
> C(/C=C/c1ccccn1)=C\c1ccccc1
→ i	13%	-22%	-12%	-2%	-2%	-10%	-82%[inhibitor]	·
> O=C(O)c1cccc(N2C(=O)C=CC2=O)c1
→ i	9%	1%	5%	11%	-11%	25%	-17%	·
> O=C(c1ccccc1)c1ccccc1N/C=C/c1nnnn1-c1ccccc1
→ i	14%	7%	?	29%	-22%	5%	-15%[57.5 µM]	0%
> O=C(Nc1nc2ccccc2s1)C1CC(=O)N(c2ccc(Cl)cc2)C1 (stereo not drawn)
→ i	22%	?	?	-1%	-13%	9%	i	-1%
> O=C(Nc1ccc2c(c1)OCCO2)C(CCc1ccccc1)N1CCC(Cc2ccccc2)CC1 (stereo not drawn)
→ i	42%	-2%	?	7%	-2%	-5%	-2%	·
> N#C/C(C(=O)Nc1ccc(Cl)cc1)=C(/S)Nc1ccccc1
→ i	35%	-91%[inhibitor]	?	?	?	-24%	i	-29%
> Cc1n[nH]c(C)c1S(=O)(=O)N1CCCC(C(=O)NCc2cccs2)C1 (stereo not drawn)
→ i	13%	4%	12%	-4%	17%	7%	-19%	2%
> Cc1c(Cl)cccc1NC(=O)c1cc(S(=O)(=O)N2CCCCC2)cn1C
→ ·	40%	-7%	?	15%	-13%	-4%	-5%	·
> C=CCOC(=O)C1=C[C@@H](c2ccc(Br)cc2)C[C@@H](OCCCCO)O1
→ i	27%	-20%	-27%	13%	-27%	3%	i	·
> CC(C)(C)NC(=O)NC(=O)CSc1nnc(-c2ccccc2F)n1N
→ i	4%	2%	-10%	-15%	-4%	2%	-9%[57.5 µM]	-1%
> Cc1ccc(CN(C(=O)Cn2nnc3ccccc32)C(C(=O)NCc2ccco2)c2ccc(C)o2)cc1 (stereo not drawn)
→ ·	-2%	14%	?	5%	-12%	6%	i	0%
> O=C(O)CCn1c(=O)[nH]c(=O)n(CCC(=O)O)c1=O
→ i	2%	-15%	-3%	-1%	-1%	-2%	-31%	0%
> CCN(C(=O)c1cc2c(s1)-c1c(C)cccc1OC2)c1cc(C)ccc1C
→ ·	?	1%	11µM*	-7%	32%	·	i	·
> CCN(CC1CCCO1)C(=O)c1cc(COc2cc(C)c(Cl)c(C)c2)on1 (stereo not drawn)
→ i	?	-10%	?	1%	-17%	16%	-49%[inhibitor]	-1%
> COc1ccc(CN2CCC(N(CCc3ccccc3)Cc3ccccc3)CC2)c(OC)c1
→ i	11%	-30%	3.2µM*	-4%	?	-3%	-56%[inhibitor]	1%
> CCc1cccc(C)c1NC(=O)C1CC=CCC1C(=O)O (stereo not drawn)
→ i	-11%	-1%	-1%	-7%	-7%	-5%	i	1%
> CCOc1ccc(NS(=O)(=O)c2cccs2)cc1S(=O)(=O)N1CCCC1
→ i	-23%	-6%	-23%	6%	-6%	1%	i	·
> Cc1ccccc1-n1cc(CNC(=O)CC2C(=O)NCCN2C/C=C/c2ccccc2)cn1 (stereo not drawn)
→ i	15%	6%	4%	2%	-10%	-2%	i	1%
> O=C(Nc1cc(C(F)(F)F)ccc1Cl)C(Sc1cccc[n+]1[O-])c1ccccc1 (stereo not drawn)
→ i	33%	-93%[inhibitor]	?	?	?	?	i	1%
> CC1(C)O[C@@H]2[C@H](O1)[C@@H](CO)O[C@H]2n1cnc2c(=O)[nH]cnc21
→ i	-13%	-10%	5%	10%	3%	-6%	-18%	-3%
> CC1CCCCC1NC(=O)Cn1ncc2ccccc21 (stereo not drawn)
→ i	-4%	20%	4%	29%	7%	5%	-9%	-1%
> CC(=O)N=c1c(C#N)cc2c(=O)n3cccc(C)c3nc2n1CCCOC(C)C
→ i	2%	-1%	9%	2%	4%	3%	-7%	-5%
> CCOC(=O)C1Oc2ccccc2C(c2ccc(C)cc2)=C1C(=O)OC (stereo not drawn)
→ i	23%	-8%	?	6%	0%	-13%	i	0%
> CCCNC(=O)c1ccc(N2CCC3(CC2)CC(c2cccc(Br)c2)=NO3)c(NC(=O)c2cccc(OC)c2)c1
→ i	-13%	5%	?	17%	-6%	4%	i	-17%
> O=C(Nc1ccc(N2CCOCC2)c(F)c1)c1ccncc1
→ i	23%	-2%	12%	11%	-7%	-16%	3%[57.5 µM]	-2%
> Cc1ccc(C)c(-n2ccnc2SCC(=O)O)c1
→ i	16%	-8%	9%	3%	3%	3%	i	2%
> COc1ccnc2c1c(=O)n(Cc1ccc(Cl)cc1)c(=O)n2C
→ i	12%	·	19%	7%	4%	-27%	-31%[inhibitor]	-16%

Some of the entries so far, tab-delimited:
smiles	pAkt inh	FUS suppressor	Abeta yeast res	GLP-1R inv ag	TDP43 rescue	HEK293 tox	aSyn yeast inh	PTHR1 ag	MmCpn inh
COc1ccnc2c1c(=O)n(Cc1ccc(Cl)cc1)c(=O)n2C	i	12%	·	19%	7%	4%	-27%	-31%[inhibitor]	-16%
O=C(Nc1ccc(N2CCOCC2)c(F)c1)c1ccncc1	i	23%	-2%	12%	11%	-7%	-16%	3%[57.5 µM]	-2%
Cc1ccc(C)c(-n2ccnc2SCC(=O)O)c1	i	16%	-8%	9%	3%	3%	3%	i	2%

New compounds follow
Results follow in this order: pAkt inh	FUS suppressor	Abeta yeast res	GLP-1R inv ag	TDP43 rescue	HEK293 tox	aSyn yeast inh	PTHR1 ag	MmCpn inh
> COc1ccc(S(=O)(=O)N2CCN(Cc3cccnc3)CC2)cc1
→ i	-2%	0%	2%	17%	-12%	-2%	i	0%
> CC(Oc1ccccc1F)C(=O)NNC(=O)CCNC(=O)c1ccccc1Cl (stereo not drawn)
→ i	·	12%	7%	2%	-1%	-11%	-27%	3%
> Cc1cccc(NC(=S)NCCc2ccc(Cl)cc2)c1C
→ i	-10%	?	5.6µM*	27%	?	0%	-77%[inhibitor]	-2%
> Cc1ccc(S(=O)(=O)N/N=C/c2c(F)cccc2Cl)cc1
→ i	-5%	20%	0%	9%	-20%	8%	-3%	1%
> CC(=O)N(C)c1ccc(N2CCOCC2)c2c1C(=O)c1ccccc1C2=O
→ i	-1%	-22%	42%[activator]	-16%	-15%	-2%	-25%	·
> CC(C)(C(N)=O)c1ccccc1
→ i	13%	-1%	3%	-8%	-5%	2%	i	-2%
> CCOc1ccc(OCCn2nnc3ccccc3c2=O)cc1
→ i	-26%	-5%	1%	?	6%	?	-2%	0%
> O=C(Nc1nccs1)c1cccc(S(=O)(=O)N2CCOCC2)c1
→ -114%*	2%	-1%	-9%	3%	-9%	5%	i	1%
> COCCCNC(=O)c1c[nH]c2ccc(S(=O)(=O)N3CCc4ccccc43)cc2c1=O
→ i	23%	-18%	7%	-21%	1%	1%	-30%[inhibitor]	1%
> COc1ccc(C)cc1Nc1n[n+](-c2ccccc2)c(-c2ccc(SC)cc2)s1
→ i	?	-3%	?	0%	?	-1%	-27%	?
> CC(=O)Oc1ccc2c(c1)OC(c1ccccc1)CC21CC(C)(C)NC(=O)N1 (stereo not drawn)
→ i	·	4%	-15%	-24%	-13%	-3%	-33%[inhibitor]	3%
> c1csc(C2Nc3cccc4cccc(c34)N2)c1
→ i	14%	-30%[inhibitor]	19%	-20%	10%	-8%	i	-1%
> Cc1ccc(C)c(N2CCN(C(=O)C3CCN(c4nnc(N5CCCC5=O)s4)CC3)CC2)c1
→ i	16%	-4%	?	-16%	-8%	1%	-2%[57.5 µM]	-4%
> CC1CC(C(O)c2ccccn2)C(=O)C(C(O)c2ccccn2)C1 (stereo not drawn)
→ i	13%	5%	5%	0%	1%	-2%	i	·
> CCc1ccc(NC(=O)Cn2nnc(C(=O)Nc3ccc(F)cc3)c2N)cc1
→ ·	2%	-13%	1%	25%	-5%	·	-1%	·
> CCN(CC)S(=O)(=O)c1ccc2oc(C(=O)O)c(C)c2c1
→ i	-14%	-5%	10%	6%	54%[activator]	3%	i	0%
> CCn1c(/C=C/c2cc[n+](C)cc2)nc2ccccc21
→ i	11%	-4%	4%	-13%	i	-1%	i	-6%
> CCS(=O)(=O)N1Cc2cc(C(=O)N(C)C)nc(-c3cccc(-c4ccc(F)cc4)c3)c2[C@H]1CCO
→ i	10%	-13%	11%	-23%	-9%	-21%	-17%	·
> COCCNC(=O)C(c1ccc(C)cc1)N(C(=O)CCC(=O)Nc1ccccn1)c1ccc(C)cc1 (stereo not drawn)
→ i	17%	-13%	15%	-9%	1%	-2%	i	0%
